T cell HTS – modulators of CD8 T cell-vesicle binding, primary screen, mouse 2C CD8+ T cells, flow cytometry. AID 2052, 2009. 2C CD8+ T cell-vesicle binding; stronger effect = lower value. calls only at 7 µM. hit rate 0.068% among 330,000;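 active means response, share of CD8 T cells binding vesicles, and their 90th percentile fluorescence all below set limits, cut at about 80% in these data, passing the limit was not always enough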
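incubation = binding step 1.5 h, 37 °C, antibody labelling 20 min, ice | test system = 2C mouse CD8+ T cells | read-out basis = percent CD8+ FL2 mean versus row control | controls = Peptide-free naked vesicles (low) and QL9 vesicles with 0.7% DMSO vehicle (high) | detection = flow cytometry of vesicle-bound cells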
KOR beta-arrestin-1 – KOR antagonists, beta-arrestin recruitment, cell-based, luminescence, uHTS (AID 1778) | Kappa-type opioid receptor (Homo sapiens) | KOR beta-arrestin recruitment, luminescence, antagonist mode; higher % means a stronger effect | one-dose inhibition, % at 10 µM; IC50 in µM for titrated hits | hit rate 0.091% among 290,000; further: strong numbers were not always called active
KOR beta-arrestin-2 – KOR agonists, beta-arrestin recruitment, primary screen, cell-based, luminescence, uHTS (AID 1777); Kappa-type opioid receptor (Homo sapiens); KOR beta-arrestin recruitment, luminescence; higher % means a stronger effect; one-dose activation, % at 10 µM; EC50 in µM for titrated hits; hit rate 0.02% among 280,000; in the data active means activation above about 50%, passing the limit was not always enough; further: a part of the inactive calls stands beside numbers as strong as those of hits
HEK293 NOD2/NF-kB – NOD2 signaling inhibitors, cell-based, luminescence, uHTS, HEK293 (AID 1566). HEK293 NOD2/NF-kB luciferase reporter, luminescence; higher % means a stronger effect. inhibition, % at 4 µM, or EC50 in µM where a hit was titrated. hit rate 0.63% among 290,000; further: many of its hits are not listed in these tables
NTR1 ag – agonists of NTR1, primary screen, imaging, U2OS cells, beta-arrestin-GFP, high content (AID 493036); Neurotensin receptor type 1 (Homo sapiens), P30989; NTR1-U2OS beta-arrestin-GFP spot imaging, agonist mode; activation, % at 20 µM; hit rate 0.17% among 330,000;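 active means activation at or above 40% of the spot to cytoplasm intensity ratio, with at least 20 cells analyzed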;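 further: 0% = DMSO without peptide and 100% = 100 nM NTR1 peptide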
Target sequence (P30989 whole entry, looked up): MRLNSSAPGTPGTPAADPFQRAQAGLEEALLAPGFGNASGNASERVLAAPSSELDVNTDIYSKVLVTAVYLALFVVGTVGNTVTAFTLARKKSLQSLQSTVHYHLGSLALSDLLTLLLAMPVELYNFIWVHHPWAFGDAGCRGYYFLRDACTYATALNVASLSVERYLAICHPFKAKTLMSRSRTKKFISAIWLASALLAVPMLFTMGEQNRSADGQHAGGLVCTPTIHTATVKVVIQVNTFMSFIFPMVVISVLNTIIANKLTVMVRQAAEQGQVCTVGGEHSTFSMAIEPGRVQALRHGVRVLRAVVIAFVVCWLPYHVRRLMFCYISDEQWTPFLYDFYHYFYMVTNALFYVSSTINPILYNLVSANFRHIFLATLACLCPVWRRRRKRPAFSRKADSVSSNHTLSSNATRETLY
GPR55 antagonists – GPR55 antagonists blocking LPI-driven arrestin recruitment, primary screen, imaging, U2OS, beta-arrestin-GFP, LPI agonist (AID 2013); U2OS GPR55 beta-arrestin-GFP translocation imaging, LPI antagonism; higher % means a stronger effect; one-dose inhibition, % at 10 µM; IC50 in µM for titrated hits; hit rate 0.13% among 290,000;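 active means spots per cell inhibited over 60%, with over 100 cells counted and total cytoplasm intensity under 500,000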;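 further: U2OS cells stably carrying GPR55 and arrestin-GFP stimulated by 5 µM LPI near EC80; imaged beta-arrestin-GFP aggregate spots per cell after agonist stimulation; plate controls were LPI-stimulated DMSO wells for no effect and DMSO wells without LPI for full effect; some results filed as inactive read as strong as hits; confirmed hits need IC50 under 10 µM and bright autofluorescent wells are also inconclusive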
Myeloid diff MLP – induction of myeloid progenitor differentiation, primary screen, cell-based, flow cytometry, MLPCN library; hit rate 1% among 360,000; ER-HoxA9 myeloid progenitors, lysozyme-GFP differentiation; calls only at 10 µM; AID 624256, 2012;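 active means normalized GFP-positive differentiation at or above the plate's own cutoff, the solvent-only control mean plus 3 SD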;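 further: cells exposed to compound for four days before flow analysis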
NOD1 inhibition – NOD1 signaling inhibitors, primary screen, cell-based, luminescence, uHTS (AID 1578). NOD1-driven NF-kB luciferase reporter cells, luminescence; higher % means a stronger effect. one-dose inhibition, % at 4 µM; EC50 in µM for titrated hits. hit rate 1% among 290,000; in the data active means inhibition mostly above about 36%, no sharp cut-off; inactive means mostly below about 34%;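 further: HEK-293T reporter cells stimulated with the NOD1 agonist gamma-tri-DAP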
GPR55 activation – GPR55 agonists via beta-arrestin recruitment, primary screen, imaging, U2OS cells, beta-arrestin-GFP redistribution (AID 1961). activation, % at 10 µM, or EC50 in µM where a hit was titrated. U2OS GPR55 beta-arrestin-GFP redistribution imaging; higher % means a stronger effect. hit rate 0.048% among 290,000;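 active means activation above 40% with more than 50 cells counted in the well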;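 further: U2OS osteosarcoma cells stably expressing GPR55 and beta-arrestin-GFP; plate controls were DMSO negative control for no effect and LPI positive control for full effect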
T cell HTS vesicle-bound % – also measured in T cell HTS; calls as there; double positive events, %; measured here: CD8+ vesicle-bound cell fraction;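 binding gate set so that unloaded-vesicle control wells show 10% double positive cells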
NTR1 ag cell count 20 µM – also measured in NTR1 ag; calls as there; cell count; measured here: cell count, cytotoxicity flag
Myeloid diff MLP GFP+ MAC1+ % – also measured in Myeloid diff MLP; calls as there; GFP+ MAC1+ double positive, %; measured here: differentiation confirmed by MAC1 staining
Active calls of the source: *; i = inactive; · = not tested or not shown; + = active, no number; [ ] = another dose, or the depositor's remark. Unless noted, no stated cut-off is given here; in the data, active means inhibition above about 50%; inactive means the rest. This is a subset. The share of hits here may be higher or lower than overall.

molecule,T cell HTS,HEK293 NOD2/NF-kB,Myeloid diff MLP GFP+ MAC1+ %,KOR beta-arrestin-2,KOR beta-arrestin-1,NTR1 ag cell count 20 µM,NTR1 ag,Myeloid diff MLP,GPR55 antagonists,NOD1 inhibition,T cell HTS vesicle-bound %,GPR55 activation
COc1cc(/C=N/NC(=O)C(=O)NCc2ccco2)cc(Cl)c1O,i,11%,1.1,0.9%,-3%,58,2.7,i,12%,-12%,53,-0.3%
Cc1ccc(OCC(=O)N2CCN(C(=O)c3cccc(F)c3)CC2)cc1,i,0%,0.8,0.1%,-35%[20 µM],61,1.1,i,16%,-26%,30,-0.1%
Cc1cc(NC(=O)CN2CCC(O)(c3cccc(F)c3)CC2)no1,i,24%,1.4,-0.9%,28%,57,1.5,i,7%,10%,31,-0.2%
CCCC(=O)NCCc1cc2ccc(C)c(C)c2[nH]c1=O,i,9%,1.6,1.2%,-12%,101,-1.9,i,14%,10%,43,0.9%
COc1ccccc1NC(=S)NNC(=O)c1nn(C)c(C)c1Cl,i,-2%,0.8,-5.2%,23%,92,-1.9,i,-9%,-1%,55,-0.1%
COC(=O)CN(c1ccccc1OC)S(=O)(=O)c1ccccc1,i,-2%,9.2,-0.3%,25%,60,0.9,i,14%,·,13,-0.1%
CC(=O)Oc1c(C)c(=O)n(C)c2ccccc12,i,13%,0.2,-2.0%,6%,39,0.9,i,10%,-32%,35,-0.3%
CCOC(=O)c1c(C)nc2c(C)cccn12,i,16%,1.3,·,-22%,36,1.3,i,-10%,0%,42,0.4%
CCOc1ccc(NC(=O)CCCn2nc(C)c3c(C)n(-c4ccccc4)nc3c2=O)cc1,i,17%,0.2,-1.2%,19%,50,1.4,i,15%,-11%,36,0.3%
O=C(Nc1ccc(N2CCN(C(=O)c3cccs3)CC2)cc1)c1ccccc1F,i,-11%,0.8*,5.4%,7%,44,-1.2,+,-4%,42%,18,0.0%
CCOC(=O)CC1(NC(=O)C2CCC(=O)N(Cc3ccccc3F)C2)CCCCC1 (stereo unspecified),i,-2%,2.7,-1.6%,-28%,63,-0.7,i,-15%,-10%,26,-0.2%
N#Cc1ccc(OCc2nnc(SCC(=O)N3CCCc4ccccc43)n2-c2ccccc2)cc1,i,13%,1.1,1.9%,15%,100,2.3,i,-2%,-16%,21,-0.2%
O=C(NC1CCCN(Cc2ccc(Cl)cc2)C1)c1ccoc1 (stereo unspecified),i,-20%,1.2,-0.5%,-5%,65,-0.6,i,12%,-21%,68,0.0%
COc1cccc(NC(=S)N2CCn3c(nc4ccccc43)C2)c1,i,12%,0.1,·,·,91,-0.4,i,-1%,-9%,65,0.0%
CC1Oc2ccccc2N(CC(=O)N2CCc3ccccc32)C1=O (stereo unspecified),i,-14%,0.4,-4.9%,-16%,64,-0.4,i,3%,-31%,50,1.4%
CN1CC(C(=O)O)Cc2c1ccc1ccccc21 (stereo unspecified),i,-2%,1.7,-0.9%,24%,62,-0.5,i,2%,-8%,51,-0.1%
Cc1cc(C)cc(-n2cc[nH]c2=S)c1,i,14%,0.5,0.0%,·,46,2.8,i,-2%,-7%,26,0.1%
COc1cc(OC)c(S(=O)(=O)NC(C)C)cc1S(=O)(=O)NC(C)C,i,14%,0.1,1.9%,2%,40,0.5,i,-5%,-11%,35,0.3%
CCc1c(C)nc2c(Br)cccc2c1SCCC#N,i,10%,0.3,4.9%,-11%,75,2.5,i,8%,22%,57,-0.2%
CCC(NC(=S)NCc1ccccc1)C(=O)O (stereo unspecified),i,12%,1.0,-3.3%,18%,71,0.3,i,-15%,-3%,28,-0.1%
COCCCNC(=O)c1ccc(-c2csc(C)n2)cc1,i,-12%,2.6,0.3%,-15%,54,-1.3,i,4%,-20%,22,-0.4%
O=C1CSC(=S)N1/N=C/c1ccc(C(F)(F)F)cc1,i,2%,0.8,-1.1%,18%,90,-0.3,i,16%,-6%,57,0.0%
Cc1ccc(C)c(OCC(O)CN2C(C)CCCC2C)c1 (stereo unspecified),i,-20%,0.8,-1.9%,14%,88,1.1,i,17%,·,33,-0.2%
CSc1ncccc1C(=O)Nc1ccc(S(=O)(=O)NC2=NCCCCC2)cc1,i,10%,0.4,-0.8%,20%,35,-0.6,i,-5%,-2%,26,1.0%
CCOC(=O)CCC(NC(=O)c1ccc(NCN2C(=O)c3ccccc3C2=O)cc1)C(=O)OCC (stereo unspecified),i,10%,1.0,6.0%,6%,72,-0.7,i,-11%,-3%,48,-0.3%
COCCn1c(SCC(=O)Nc2sc(C)c(C)c2C#N)nnc1-c1ccc(OC)cc1,i,15%,3.0,-5.9%,-1%,68,0.2,i,2%,-2%,41,0.1%
Cc1ccc(CNC(=O)CN(C)S(=O)(=O)c2cccc3nsnc23)cc1,i,10%,1.0,-0.1%,-16%,73,-0.2,i,0%,-13%,14,-0.3%
CC1CN(C(=O)CCNC(=O)c2ccc(Cl)cc2)CC(C)O1 (stereo unspecified),i,20%,0.7,3.3%,24%,65,0.6,i,-4%,-16%,21,-0.1%
Cc1nn(Cc2ccc([N+](=O)[O-])cc2)c(=O)n1-c1ccc(F)cc1,i,-1%,0.4,-0.9%,31%,78,2.1,i,1%,5%,23,0.1%
COc1ccc2c(CC(=O)OCC(=O)NC(N)=O)coc2c1,i,-1%,0.4,3.4%,18%,54,4.4,i,13%,-12%,42,0.2%
CCOC1=C/C(=C/c2c(N)n3nc(CC(=O)N4CCCC4)sc3nc2=O)C=CC1=O,i,3%,0.0,-0.3%,-35%,58,-0.4,i,-1%,-6%,20,0.2%
Cc1ccc(OCCN2C(=O)NC3(CCc4ccccc4C3)C2=O)cc1 (stereo unspecified),i,5%,0.2,-2.6%,5%,65,-0.8,i,12%,-32%,53,0.2%
O=C(O)c1ccccc1CSc1nc2ccccc2s1,i,-55%,0.1,1.9%,-20%,46,2.1,i,10%,-78%,27,-0.3%
Nc1cc(C(F)(F)F)cc([N+](=O)[O-])c1N,i,-35%,0.3,0.7%,-63%,44,0.2,i,13%,-14%,18,0.1%
COc1cccc(C2c3[nH]c4ccccc4c3CCN2Cc2cccn2-c2ncccn2)c1 (stereo unspecified),i,-24%,0.5,·,-1%[20 µM],93,3.5,i,2%,-6%,40,-0.1%
CC(=O)c1ccc(N2CCN(C(=O)c3ccc4c(=O)n(-c5ccccc5)c(=O)[nH]c4c3)CC2)cc1,i,4%,0.7,-1.1%,-47%,85,0.3,i,-7%,-11%,22,-0.5%
CCOC(=O)N1CCC(N2CCN(c3cc(C)ccc3C)CC2)CC1,i,-11%,5.2,-12%,12%,59,-1.1,i,3%,-6%,7,1.0%
COc1ccc(S(=O)(=O)N2CCOC2CNC(=O)C(=O)NCc2ccco2)cc1C (stereo unspecified),i,-9%,0.3,2.9%,-8%,55,1.8,i,3%,-10%,26,-0.1%
CCC1OC23CCCCC2C(C#N)(C(=N)O3)C1(C#N)C#N (stereo unspecified),i,-3%,·,9.8%,-49%,44,-2.2,·,-5%,0%,24,0.0%
COCCCN1C(=O)c2ccc(C(=O)Nc3ccccc3Cl)cc2C1=O,i,2%,0.6,1.3%,-10%,77,2.1,i,11%,3%,29,0.0%
COc1cc(C(=O)NCC(=O)N/N=C(C)\C=C\c2ccccc2)cc(OC)c1OC,i,14%,0.1,1.7%,-8%,47,-0.8,i,11%,3%,41,0.0%
O=C(Cc1c(O)c2ccccc2[nH]c1=O)NCc1cccc(F)c1,i,19%,8.4,-6.2%,0%,69,-1.1,i,4%,5%,43,-0.2%
Cc1cccc(OCC(=O)Nc2nnc(-c3ccco3)s2)c1,i,0%,0.1,-1.8%,31%,91,-1.0,i,3%,-40%,28,1.2%
COc1ccc(C(=O)Nc2ccccc2-c2nnn(CC(=O)Nc3ccc4c(c3)OCCO4)n2)cc1,i,31%,2.0,4.9%,-39%,73,6.8,i,2%,-17%,26,0.6%
CCC(CC)C(=O)Nc1cc(=O)n(C)c(=O)n1C,i,6%,1.5,3.3%,3%,89,-0.7,i,3%,16%,43,-0.2%
Cc1cnc(NC(=O)c2cccs2)s1,i,-142%,·,3.0%,-13%,51,4.2,·,-8%,-81%,27,-0.1%
O=C(O)CC(Cc1ccc(Cl)cc1)C(=O)NCc1ccccc1 (stereo unspecified),i,15%,0.2,0.1%,4%,32,-0.2,i,-7%,-34%,16,0.2%
COc1ccc(NC(=O)c2sc3nc(N4CCOCC4)c4c(c3c2N)CC(C)(C)OC4)cc1,i,-3%,0.4,0.2%,-14%,104,0.3,i,12%,-30%,1,-0.1%
Cc1ccc(NC(=O)c2ccc(COc3ccccc3)o2)nc1,i,-39%,1.1,2.1%,-10%,48,0.3,i,5%,-70%,21,0.0%
O=C(OC1CCOC1=O)c1cccc(S(=O)(=O)Nc2cccc(Cl)c2)c1 (stereo unspecified),i,6%,0.2,5.7%,-2%,58,-1.0,i,6%,-21%,32,-0.3%
Cc1nc(/N=C(\N)N(C)C)[nH]c(=O)c1C,i,17%,0.3,0.5%,13%,85,0.1,i,4%,-15%,34,0.0%
CCn1c(SCc2cccnc2)nnc1-c1c[nH]c2ccccc12,i,6%,2.1,-0.3%,28%,88,0.8,i,-2%,-12%,30,-0.2%

Record cards, as listed above. Order of values: T cell HTS | HEK293 NOD2/NF-kB | Myeloid diff MLP GFP+ MAC1+ % | KOR beta-arrestin-2 | KOR beta-arrestin-1 | NTR1 ag cell count 20 µM | NTR1 ag | Myeloid diff MLP | GPR55 antagonists | NOD1 inhibition | T cell HTS vesicle-bound % | GPR55 activation
Cc1cnc(NC(=O)c2cccs2)s1 is listed with i | -142% | · | 3.0% | -13% | 51 | 4.2 | · | -8% | -81% | 27 | -0.1%
CC(=O)c1ccc(N2CCN(C(=O)c3ccc4c(=O)n(-c5ccccc5)c(=O)[nH]c4c3)CC2)cc1 is listed with i | 4% | 0.7 | -1.1% | -47% | 85 | 0.3 | i | -7% | -11% | 22 | -0.5%

Bioassay records as filed in PubChem BioAssay.
